Bioassay records: PubChem BioAssay, National Center for Advancing Translational Sciences (NCATS)
Abeta yeast res: compounds reversing amyloid beta toxicity in yeast | Potency, µM (series often up to 46.1 µM), without a hit: top-dose growth rescue, hits mostly activators | yeast expressing A-beta42, growth rescue, OD600, 48 h; response scale: 0% DMSO, 100% iron-clioquinol control | 0.063% of 410,000 active; further: potency means the concentration at half of the fitted maximal effect; nearly all actives have a fitted effect of over 55% in size
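Yeast growth medium received pinned compounds, then yeast cells expressing toxic A-beta were added; plates incubated at 30 C for 48 hr. Growth read as absorbance at 600 nm, normalized to DMSO and equimolar FeCl3 plus clioquinol controls.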
PI5P4Ka inh: blocks human PI5P4K alpha kinase activity. PI5P4Kalpha enzyme, ADP-Glo luminescence, 60 min; hits give low values. max response, %. 1.2% of 330,000 active. AID 652105; active means max response of -50% or lower; inconclusive means between -30% and -50%; inactive means -30% or higher; further: value at the top dose of about 77 µM; on the % scale 0 is the no-effect control and ±100 the full control effect
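ADP-Glo luminescence end-point after a 60 min room-temperature kinase reaction. PI5P4Kalpha and substrate in HEPES pH 7.4 buffer with EGTA, 0.1% CHAPS and 5% DMSO; ATP at 5 microM final.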
IL-2 act: activators of IL-2 | 0.065% of 360,000 active | IL-2 activation reporter assay, cell-based qHTS; stimulated with anti-CD3/CD4/CD28 beads; in transgenic mouse T cells | activation, % (series mostly up to about 46 µM); in the data active means activation above about 50%; inconclusive means mostly about 30% to 49%; further: 0% is about no effect
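Screening format: compound pinned onto unstimulated transgenic mouse T cells, 60 min incubation, then anti-CD3/anti-CD4/anti-CD28 bead stimulation for 18 hours at 37 degrees C, followed by EGFP and DsRed detection.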
EPAC1 antag: antagonists of human EPAC1. 0.14% of 360,000 active. AID 720709. O95398. EPAC1 GEF assay, Rap1b-BODIPY-GDP exchange fluorescence. Potency, µM (series often up to 115 µM), without a hit: at the top dose activity change, negative = inhibition, actives largely listed as inhibitors;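 further: potency means the concentration at half of the fitted maximal effect; plate controls were vehicle for no effect and positive control for full effect; nearly all actives have a fitted effect of over 50% in size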
Target sequence (O95398 whole entry, looked up): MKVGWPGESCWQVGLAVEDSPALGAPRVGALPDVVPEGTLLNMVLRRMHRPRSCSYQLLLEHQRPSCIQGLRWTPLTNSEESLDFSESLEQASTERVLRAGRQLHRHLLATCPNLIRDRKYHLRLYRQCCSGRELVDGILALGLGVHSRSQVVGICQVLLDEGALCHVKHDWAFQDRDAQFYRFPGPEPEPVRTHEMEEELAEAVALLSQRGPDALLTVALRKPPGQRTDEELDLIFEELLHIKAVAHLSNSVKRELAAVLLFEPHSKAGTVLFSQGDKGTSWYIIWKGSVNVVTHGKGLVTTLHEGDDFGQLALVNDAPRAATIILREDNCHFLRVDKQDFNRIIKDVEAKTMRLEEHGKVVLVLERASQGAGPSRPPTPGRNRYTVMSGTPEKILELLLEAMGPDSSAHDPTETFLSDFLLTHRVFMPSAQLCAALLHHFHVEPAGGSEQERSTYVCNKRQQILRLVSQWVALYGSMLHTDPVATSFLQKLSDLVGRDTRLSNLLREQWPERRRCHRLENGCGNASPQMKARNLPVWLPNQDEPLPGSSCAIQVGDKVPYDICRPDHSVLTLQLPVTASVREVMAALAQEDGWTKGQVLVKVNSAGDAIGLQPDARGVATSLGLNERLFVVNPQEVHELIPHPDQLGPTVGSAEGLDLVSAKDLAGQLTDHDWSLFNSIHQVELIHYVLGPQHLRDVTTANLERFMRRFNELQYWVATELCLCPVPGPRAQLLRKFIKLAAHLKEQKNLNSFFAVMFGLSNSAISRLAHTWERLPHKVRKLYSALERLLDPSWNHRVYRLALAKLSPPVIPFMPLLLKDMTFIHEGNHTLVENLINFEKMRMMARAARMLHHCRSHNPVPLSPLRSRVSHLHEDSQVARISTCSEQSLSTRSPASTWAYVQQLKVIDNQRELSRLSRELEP
FUS yeast rescue: FUS proteinopathy suppression in yeast; S. cerevisiae FUS-expressing, growth rescue, OD600, 24 h; Potency, µM (titrated, usually from 76.6 µM), without a hit: at the top dose growth rescue (activation), hits mostly activators; 0.24% of 390,000 active;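 further: potency means the concentration at half of the fitted maximal effect; plate controls were DMSO vehicle for no effect and reference control for full effect; nearly all actives have a fitted effect of over 55% in size; some results filed as inactive show a strong effect at the top dose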
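Yeast expressing FUS under galactose induction, OD 0.005 in 2% galactose medium; compounds in a dilution series, 24 h at 30C. Growth rescue by absorbance at 600 nm; CP55940 positive control, DMSO negative.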
EPAC1 ag: activates human EPAC1 exchange factor. O95398. EPAC1 agonist qHTS, biochemical assay; response scale: 100% = response to 6.5 mM cAMP. Potency, µM (highest dose often 154 µM), for inactives: top-dose activation, actives largely listed as activators. 0.073% of 360,000 active. AID 720707; further: potency means the concentration at half of the fitted maximal effect; nearly all actives have a fitted effect of over 60% in size
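Nucleotide exchange by EPAC1 (100 nM) on Rap1B–BODIPY-GDP (250 nM) in the presence of 50 uM GDP is tracked fluorescently at 480/540 nm over 30 min. Signals are normalized to a 6.5 mM cAMP control.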
WRN inhibitor: WRN helicase (human) inhibition; Q14191; WRN helicase unwinding, fluorescent forked duplex, kinetic; Potency, µM (doses to about 114 µM), inactives show at the top dose activity change, negative = inhibition, hits mostly inhibitors; 0.46% of 360,000 active; further: potency means the concentration at half of the fitted maximal effect; on the % scale 0 is the no-effect control and ±100 the full control effect; nearly all actives have a fitted effect of over 55% in size
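WRN at 20 nM final was preincubated with compound for 15 min at room temperature; reaction started with 100 nM forked duplex oligonucleotide carrying fluorophore and quencher plus 2 mM ATP (final). Unwinding followed kinetically by red fluorescence (ex 525/em 598 nm).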
PLK1 PBD inh: blocks phosphopeptide binding to human PLK1 polo-box domain. 2.8% of 360,000 active. Potency, µM, for the others: max response, negative = inhibition, most hits filed as inhibitors. P53350. AID 720504. Plk1 PBD binding of FITC phosphopeptide, fluorescence polarization; further: potency means the concentration at half of the fitted maximal effect; series mostly up to about 57 µM; on the % scale 0 is the no-effect control and ±100 the full control effect; nearly all actives have a fitted effect of over 65% in size
Numbers without * were called inactive; ? = inconclusive; nt = no result given; & = joins results of further samples; [ ] = another dose, or the depositor's remark. Unless noted, the call rests on the fitted dose curve; in most records, active means well fitted curve in the direction sought with a large enough effect; inconclusive means small, poorly fitted or top-dose-only effect, or another doubt; inactive means no such curve, though single readings can be large; an effect the other way counts as inactive or inconclusive.

Start of the data: the first 2 compounds, ahead of the listing:
Below each SMILES – Abeta yeast res	PI5P4Ka inh	IL-2 act	EPAC1 antag	FUS yeast rescue	EPAC1 ag	WRN inhibitor	PLK1 PBD inh
1) CCSC1=C(C#N)C(c2cccc(Br)c2)CC(=O)N1 (centres undefined)
    8%	nt	-3.1	3%	-3%	3%	-3%[57.1 µM]	-8%
2) CCOC(=O)c1c(N)sc(C(O)(C(F)(F)F)C(F)(F)F)c1-c1ccc(OC)cc1OC
    -6%	nt	-2.4	7%	16%	5%	-10%[57.1 µM]	-10%

The listing, previewed entries included:
Below each SMILES – Abeta yeast res	PI5P4Ka inh	IL-2 act	EPAC1 antag	FUS yeast rescue	EPAC1 ag	WRN inhibitor	PLK1 PBD inh
1) CCSC1=C(C#N)C(c2cccc(Br)c2)CC(=O)N1 (centres undefined)
    8%	nt	-3.1	3%	-3%	3%	-3%[57.1 µM]	-8%
2) CCOC(=O)c1c(N)sc(C(O)(C(F)(F)F)C(F)(F)F)c1-c1ccc(OC)cc1OC
    -6%	nt	-2.4	7%	16%	5%	-10%[57.1 µM]	-10%
3) CN1CCN(C(=O)CN2C(=O)CC(C)(C)S(=O)(=O)c3ccccc32)CC1
    12%	nt	-2.2	2%	-14%	-1%	-1%	6%
4) O=c1[nH]c2c(s1)C(c1ccccc1)C1C3CCC(C3)C1S2 (centres undefined)
    8%	-14	0.8	-8%	16%	24%	6%	?
5) CSCCC(NC(=O)c1ccc(C(C)(C)C)cc1)C(=O)OCC(=O)N1CCCC1=O (centres undefined)
    -5%	-6	9.6	-7%	?	-3%	4%	1%
6) O=C(CCCCCCCCC(=O)N1CCCCC1)N1CCCCC1
    -10%	10	-6.5	-4%	nt	-2%	7%	-5%
7) CC1(C)SC2C(C(=O)O)N=C(Cc3ccccc3)N2C1C(=O)O (centres undefined)
    -15%	5	0.0	8%	3%	-4%	10%	-4%
8) CC(=O)N(c1ccc(C)cc1)S(=O)(=O)c1ccc(Cl)cc1
    25%	3	-1.4	1%	7%	-3%	1%	4%
9) N/C(=N\OC(=O)c1cccs1)c1ccccc1
    -42%[inhibitor]	-24	-0.3	-15%	2%	-1%	-7%	2%
10) CC(=O)c1cccc(CN2CCCC(CCC(=O)NCc3ccccc3F)C2)c1 (centres undefined)
    -16%	0	-4.2	-21%	0%	4%	0%	-8%
11) COc1cc(OC)cc(C(=O)c2c(C)c(C#N)c3ccccn23)c1
    -2%	-11	-2.2	7%	-36%	-1%	2%	0%
12) COc1ccc(CNC(=O)C(NS(=O)(=O)c2ccc3c(c2)CCCN3C(C)=O)C(C)C)cc1 (centres undefined)
    5%	nt	1.2	-4%	?	7%	-9%	-6%
13) O=C(Nc1cccc(F)c1)c1sc(Cl)nc1-c1ccccc1
    1%	11	-0.1	14%	9%	-14%	-30%[57.1 µM]	2%
14) COCc1[nH]nc2c1C(c1ccccc1Cl)C(C#N)=C(N)O2 (centres undefined)
    3%	-20	-2.2	2%	5%	-2%	1%	-13%
15) O=C(CN(C(=O)c1csnn1)c1cccc2c1CCCC2)NCc1ccccc1
    14%	-3	-0.1	2%	20%	-1%	0%	-4%
16) Cc1ccc(CNC(=O)C2CCCN(C(=O)N(C)C)C2)cc1 (centres undefined)
    -7%	nt	0.5	-4%	-12%	5%	-2%	4%
17) C/C(=N\OC(=O)c1ccc(Cl)cc1)c1sc(-c2ccccc2)nc1C
    0%	15	-5.8	20%	nt	-1%	-26%	-1%
18) O=C1CCCC2=C1C(c1ccc(OS(=O)(=O)c3ccc(Cl)cc3)cc1)C1=C(CCCC1=O)O2
    8%	nt	3.1	13%	37%	16%	-13%	3%&-4%
19) c1ccc(-c2nccnc2-c2ccccc2)cc1
    -4%	6	1.4	5%	-9%	-5%	-8%	-7%
20) N#C/C(=C\c1ccncc1)c1nc2ccccc2[nH]1
    -13%	-5	-0.2	0%	26%	5%	-1%	-2%
21) Cc1cc(C)n2ncc(C(=O)Nc3cccc(O)c3)c2n1
    -8%	-5	0.8	-21%	19%	2%	-9%	-14%
22) CC(=O)N1CCc2cc(S(=O)(=O)NC(CC(C)C)C(=O)Nc3ccc4c(c3)OCCO4)ccc21 (centres undefined)
    6%	-8	1.6	-11%	?	4%	-15%	1%
23) O=C1CN(C(=O)CN2CCN(S(=O)(=O)c3ccccc3F)CC2)c2ccccc2N1
    -7%	-12	-1.4	-2%	-39%	-5%	13%	-4%
24) CC(C)(C)c1ccc(C(=O)NCC(=O)N/N=C/c2cccnc2)cc1
    -16%	-1	-0.6	-14%	-17%	1%	0%[57.1 µM]	-9%
25) COc1cccc(CN2CCN(C3CCOCC3)CC2CCO)c1 (centres undefined)
    -16%	5	-1.6	-15%	5%	6%	-24%	-3%
26) CC(C)(C)c1ccc(C(=O)NCC(=O)N/N=C/c2ccccc2OCC(=O)O)cc1
    7%	-10	-0.6	-6%	17%	5%	7%	0%
27) O=C(O)CN1CCN(Cc2ccc(Cl)cc2)C1=O
    2%	-8	-3.4	-5%	nt	8%	2%	7%
28) COC(=O)C1=C(C)N(CCc2ccccc2)C(=O)C1(NS(=O)(=O)c1ccc(NC(C)=O)cc1)C(F)(F)F (centres undefined)
    -8%	nt	-0.8	8%	21%	9%	-2%	-5%
29) N#CCC(=O)Nc1ccc(C(=O)NCc2cccc(Cl)c2)cc1
    5%	?	2.4	-22%	?	8%	9%	-14%
30) CCOc1ccc(S(=O)(=O)NCCC(=O)NCC(c2ccc(OC)cc2)N2CCCCC2)cc1 (centres undefined)
    3%	11	3.7	-10%	14%	7%	0%	-7%

Screen by screen, from the results shown.
EPAC1 antag, compounds 11–18 → 7%, -4%, 14%, 2%, 2%, -4%, 20%, 13%
WRN inhibitor, compounds 11–18 → 2%, -9%, -30%[57.1 µM], 1%, 0%, -2%, -26%, -13%

(continued)
Below each SMILES – Abeta yeast res	PI5P4Ka inh	IL-2 act	EPAC1 antag	FUS yeast rescue	EPAC1 ag	WRN inhibitor	PLK1 PBD inh
31) Clc1ccc(-c2nc(NCCCN3CCOCC3)c3ccccc3n2)cc1
    -1%	-4	-3.3	-30%	24%	-2%	-10%	-10%
32) N/C(=N\OS(=O)(=O)c1ccc(Cl)cc1)c1cccnc1
    3%	3	1.1	-9%	-20%	-1%	-4%	-6%
33) Cc1occc1-c1nnc(SCC(=O)c2c[nH]c3ccccc23)n1C
    18%	-2	-0.7	-6%	?	-3%	0%	24µM*
34) O=C(NCCCN1CCCC1=O)c1cccc(S(=O)(=O)N2CCN(c3ccc(F)cc3)CC2)c1
    6%	6	1.5	-9%	22%	3%	-15%	-1%
35) O=C(NCCCn1ccnc1)c1ccc(S(=O)(=O)N2CCOCC2)cc1
    15%	-8	1.4	-12%	-3%	7%	9%	-11%
36) C[C@@H]1CN([C@H](C)CO)C(=O)CCCn2nncc2CO[C@H]1CN(C)C(=O)Cc1ccccc1
    9%	0	-3.1	-1%	6%	-12%	5%	-1%
37) CCC(C)(C)NC(=O)C(c1ccccn1)N(C(=O)c1csnn1)C1CCCCC1 (centres undefined)
    4%	1	1.4	?	20%	-6%	-11%	?
38) CC(=O)Nc1c(O)[nH]c2ccccc12
    -11%	nt	-1.0	10%	-18%	9%	-3%	-7%
39) COc1cc(NCCCCC(C)N)c2nccc(C)c2c1 (centres undefined)
    6%	-12	-2.8	1%	-2%	7%	-7%	-3%
40) Cc1ccc(NC(=O)c2ccc(F)c(S(=O)(=O)N3CCOCC3)c2)cc1F
    0%	nt	-0.7	-9%	5%	-3%	-6%	-3%
41) CC(C)C1CC(C(F)(F)F)n2nc(C(=O)O)cc2N1 (centres undefined)
    -10%	8	-0.5	-6%	31%	2%	1%	-16%
42) CCOC(=O)C1(CCCc2ccccc2)CCN(C(=O)C2=C(C)OCCO2)CC1
    -2%	8	-1.2	-8%	42%	-15%	-11%	-6%
43) Cc1ccc2c(c1)NC(=O)C(CC(=O)N(C)Cc1ccccc1)O2 (centres undefined)
    20%	0	-1.9	?	1%	-7%	5%	?
44) O=C(c1cc2ccccc2o1)N1CCN=C1SCc1cccc(F)c1
    3%	5	-3.3	1%	-19%	9%	-5%	1%
45) O=C(CNS(=O)(=O)c1ccc([N+](=O)[O-])cc1)N/N=C/c1ccc(O)cc1O
    -18%	0	-4.6	14%	1%	8%	2%	-11%
46) O=C1CN(C(=O)c2c(F)cccc2F)C(c2ccc(F)cc2)c2cc(F)ccc2N1 (centres undefined)
    10%	-3	-2.7	-7%	8%	-2%	-2%	6%
47) Cc1c(NS(=O)(=O)c2cccs2)cccc1-c1nc2cccnc2s1
    nt	0	0.8	-6%	-4%	14%	-1%	-10%
48) FC(F)(F)c1ccccc1Cc1c(-c2cccc(Cl)c2)nc2ccc(Cl)cn12
    1%	0	-0.5	-12%	2%	4%	-6%	-7%
49) CCOC(=O)C1=C(C)NC(C)=C(C(=O)OCC)C1C(=O)OCC(=O)NCc1ccc(F)cc1
    15%	-7	0.5	-4%	31%	-5%	0%	0%
50) CCN(C(=O)COC(=O)CCCc1nc2ccccc2s1)c1c(N)n(Cc2ccccc2)c(=O)[nH]c1=O
    -1%	-6	1.0	1%	21%	-4%	8%	-2%
51) Cc1cccc2cc(/C=C/C(=O)c3ccco3)c(Cl)nc12
    -12%	-9	0.4	7%	-5%	0%	-3%	-16%
52) CCO[C@@H]1OC(C(N)=O)=C[C@H](c2cn(C(C)=O)c3ccccc23)[C@H]1CCCO
    5%	1	-0.1	-13%	3%	7%	12%	-12%
53) Cc1nn(-c2ccccc2)c(C)c1Cc1ccc(O)cc1
    13%	8	-1.6	3%	-9%	1%	-4%	1%
54) CC(C(=O)N1CCc2ccccc2C1)N1C(=O)c2ccccc2C1=O (centres undefined)
    -1%	1	-0.1	-4%	1%	-1%	2%	-16%
55) COc1cnn(-c2cc(Oc3ccc(C)cc3)ncn2)c(=O)c1Cl
    -7%	0	0.7	6%	-17%	13%	14%	-1%
56) Cc1ccc(NC(=O)CN(C)Cc2cccs2)cc1Cl
    -1%	1	-3.7	?	11%	9%	-36%	-7%
57) CC(=O)Nc1cc(-c2cccc(NS(C)(=O)=O)c2)cn2c(-c3ccc(F)c(Cl)c3)cnc12
    -3%	?	-0.6	-3%	?	-1%	-12%	-8%
58) CC(=O)N1CCOc2ccc(S(=O)(=O)N3CC(C)CC(C)C3)cc21 (centres undefined)
    1%	0	-0.5	2%	15%	8%	-6%	?
59) N#Cc1c(-c2cccnc2)c2c([nH]c1=S)CCCC2
    5%	-95*	-0.1	6%	20%	1%	-31%	12µM*
60) O=C(CCc1nnc(CCCc2ccccc2)o1)NCCN1CCOC1=O
    3%	3	-3.3	-5%	-4%	0%	-9%	-14%
